Dengue-2 NS5 capping: Dengue-2 NS5 methyltransferase inhibitors, primary screen, biochemical, confirmation dose response (AID 588689) | Dengue-2 NS5 methyltransferase capping enzyme assay, biochemical; higher % means a stronger effect | inhibition, % at 25 µM, or IC50 in µM where a hit was titrated | 340,000 compounds, 0.3% hits; in the data active = a potency from the dose series; inconclusive = inhibition above about 29% without an active follow-up result
HIV fusion peptide: cell-free HIV fusion peptide-binding blockers – biochemical, uHTS, fluorescence dequenching, primary screen (AID 1986) | cell-free peptide binding, fluorescence dequenching, 30 min; higher % means a stronger effect | 290,000 compounds, 0.3% hits | inhibition, % at 20 µM; hits with a dose series show IC50 in µM; in the data active = inhibition mostly above about 52%, no sharp cut-off; inactive = mostly below about 76%; note: some results filed as inactive read as strong as hits
KOR beta-arrestin-1: kappa opioid receptor blockers – cell-based, luminescence, uHTS (AID 1778); KOR beta-arrestin recruitment, luminescence, antagonist mode; higher % means a stronger effect; inhibition, % at 10 µM, or IC50 in µM where a hit was titrated; 290,000 compounds, 0.091% hits; in the data active = inhibition above about 50%; note: strong numbers were not always called active
KOR beta-arrestin-2: kappa opioid receptor activators – cell-based, luminescence, uHTS, primary screen (AID 1777); KOR beta-arrestin recruitment, luminescence; higher % means a stronger effect; activation, % at 10 µM, or EC50 in µM where a hit was titrated; 280,000 compounds, 0.02% hits; in the data active = activation above about 50%, passing the limit was not always enough; note: a part of the inactive calls stands beside numbers as strong as those of hits
GPR55 beta-arrestin: GPR55 agonists via beta-arrestin recruitment, primary screen, imaging, U2OS cells, beta-arrestin-GFP redistribution (AID 1961) | activation, % at 10 µM, or EC50 in µM where a hit was titrated | 290,000 compounds, 0.048% hits | U2OS GPR55 beta-arrestin-GFP redistribution imaging; higher % means a stronger effect;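 active = activation above 40% with more than 50 cells counted in the well; inconclusive = wells holding fewer than 50 cells, flagged as toxic or sparse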;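 note: U2OS osteosarcoma cells stably expressing GPR55 and beta-arrestin-GFP; plate controls were DMSO negative control for no effect and LPI positive control for full effect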
GPR55 LPI antagonism: inhibition of LPI-stimulated GPR55 beta-arrestin translocation – imaging, U2OS, beta-arrestin-GFP, LPI agonist, primary screen (AID 2013); 290,000 compounds, 0.13% hits; inhibition, % at 10 µM, or IC50 in µM where a hit was titrated; U2OS GPR55 beta-arrestin-GFP translocation imaging, LPI antagonism; higher % means a stronger effect;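 active = spots per cell inhibited over 60%, with over 100 cells counted and total cytoplasm intensity under 500,000; inconclusive = wells with under 100 cells, flagged as likely toxic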;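 note: U2OS cells stably carrying GPR55 and arrestin-GFP stimulated by 5 µM LPI near EC80; imaged beta-arrestin-GFP aggregate spots per cell after agonist stimulation; plate controls were LPI-stimulated DMSO wells for no effect and DMSO wells without LPI for full effect; some results filed as inactive read as strong as hits; confirmed hits need IC50 under 10 µM and bright autofluorescent wells are also inconclusive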
NOD1 NF-kB reporter: inhibition of NOD1-driven NF-kB reporter – cell-based, luminescence, uHTS, primary screen (AID 1578); NOD1-driven NF-kB luciferase reporter cells, luminescence; higher % means a stronger effect; inhibition, % at 4 µM; hits with a dose series show EC50 in µM; 290,000 compounds, 1% hits; in the data active = inhibition mostly above about 36%, no sharp cut-off; inactive = mostly below about 34%;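 note: HEK-293T reporter cells stimulated with the NOD1 agonist gamma-tri-DAP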
GPR35 arrestin U2OS: inhibition of zaprinast-stimulated GPR35 beta-arrestin translocation – imaging, U2OS, beta-arrestin-GFP, zaprinast agonist, primary screen (AID 2058) | U2OS GPR35 beta-arrestin-GFP translocation imaging, zaprinast antagonism; higher % means a stronger effect | one-dose inhibition, % at 10 µM; IC50 in µM for titrated hits | 290,000 compounds, 0.052% hits;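 active = inhibition of at least 50% with at least 30 cells and total cytoplasm GFP at most 10,000,000; inconclusive = under 30 cells or total GFP of 10,000,000 plus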
West Nile antiviral: West Nile virus antiviral activity, cell-based, CPE readout (AID 1621) | West Nile virus-infected cells, CPE inhibition; higher % means a stronger effect | CPE inhibition, % at 10 µM, or IC50 in µM where a hit was titrated | 290,000 compounds, 0.02% hits; in the data active = a potency from the dose series; inconclusive = CPE inhibition mostly from about 3.7% at the one dose, without a potency; inactive = the rest, 99 in 100 with CPE inhibition below about 2.2%; note: strong numbers were not always called active
Dengue-2 NS5 capping pilot replicate: also measured in Dengue-2 NS5 capping; calls as there; inhibition, %; measured here: pilot screen replicate inhibition
Numbers without * were called inactive; ? = inconclusive; . = not tested or not shown; [ ] = remark or other dose.

SMILES	Dengue-2 NS5 capping	HIV fusion peptide	KOR beta-arrestin-1	KOR beta-arrestin-2	GPR55 beta-arrestin	GPR55 LPI antagonism	NOD1 NF-kB reporter	GPR35 arrestin U2OS	West Nile antiviral	others
O=S(=O)(c1cccc(C(F)(F)F)c1)N1CCN(c2cnccn2)CC1	-4%	-1.4%	18%	1.0%	0.0%	7%	-26%	10%	-0.4%
C/C(=C\c1ccccc1)C(=O)Nc1cc(C)on1	-6%	-0.3%	-1%	-5.3%	-0.1%	-3%	-6%	-7%	0.3%
O=C(OCCN1CCCCC1)C1(c2ccccc2)CCCC1	5%	0.0%	-40%[20 µM]	.	-0.1%	0%	-10%	-1%	-0.2%
COc1cc(/C=C/C(=O)OCC(=O)NCCc2ccccc2)cc(OC)c1OC	-8%	0.8%	-4%	-1.2%	0.2%	10%	-24%	15%	-0.3%
Cc1cc(C)n(CCC(=O)Nc2cccc(F)c2)n1	-5%	1.2%	-17%	4.7%	0.1%	0%	-19%	21%	0.4%
O=C(N/N=C\c1ccc(Cl)s1)C1COc2ccccc2O1 (stereo unspecified)	-5%	0.3%	-6%	1.9%	-0.1%	-4%	-4%	-2%	0.2%
Cc1cc(NC(=O)c2ccc3c(c2)C(=O)N(CCC(C)C)C3=O)no1	-3%	-0.1%	16%	5.2%	-0.1%	-17%	-20%	-3%	0.1%
COc1ccc(N(C(=O)CNC(=O)c2ccco2)C(C(=O)NCC2CCCO2)c2ccc(OC)c(OC)c2)cc1 (stereo unspecified)	3%	-2.6%	-11%	-2.8%	.	-1%	17%	32%	0.0%
COC(=O)c1ccc(NC(=S)NCCc2cccc(C)c2)cc1	1%	-2.2%	33%	-3.4%	0.0%	-6%	-15%	-10%	0.0%
O=C1C=CN(C(=O)Oc2ccccc2)CC1	2%	-2.3%	-6%	2.9%	0.1%	2%	-3%	-11%	0.0%
CCOc1ccccc1N(CC(=O)Nc1c(C)n(C)n(-c2ccccc2)c1=O)S(=O)(=O)c1ccccc1	0%	-2.7%	12%	-3.7%	-0.1%	-4%	-6%	-9%	-0.4%
Nc1c(C(=O)c2ccccc2O)cnn1-c1ccc(S(=O)(=O)N2CCOCC2)cc1[N+](=O)[O-]	.	-1.5%	11%[20 µM]	0.6%	0.3%	-6%	-20%	-9%	0.0%
CCS(=O)(=O)N1CCC(C(=O)Nc2ccc3c(c2)CCC3)CC1	1%	-0.9%	-24%	0.3%	-0.2%	6%	-30%	-5%	-0.5%
CCCCN1C(=O)CC(N2CCOCC2)C1=O (stereo unspecified)	5%	-0.2%	-49%	5.1%	0.3%	-12%	9%	-6%	0.1%
Cc1onc(-c2ccccc2Cl)c1C(=O)NC(=S)NCC(=O)c1ccccc1	-6%	-0.4%	-91%[20 µM]	19%	-0.1%	3%	4%	-1%	-0.4%
Cc1cc(C)nc(N2CCCC(C(=O)Nc3nnc(C(C)C)s3)C2)n1 (stereo unspecified)	.	1.2%	1%	-4.5%	-0.2%	5%	-27%	2%	0.4%
CCOCCCn1c(SC(C(=O)Nc2cc(C)ccc2C)c2ccccc2)nnc1-c1ccc(Cl)cc1 (stereo unspecified)	-4%	2.9%	8%	0.6%	0.0%	17%	-22%	-13%	-1.8%
CCC(=O)Nc1ccccc1N1CCN(S(C)(=O)=O)CC1	-5%	-0.9%	47%	-3.7%	-0.2%	1%	-18%	-5%	0.3%
OC(COc1ccccc1)CN1CCC(Cc2ccccc2)CC1 (stereo unspecified)	-2%	1.3%	-27%[20 µM]	2.8%	0.1%	16%	-21%	-4%	-0.3%
CCn1c(NC(=O)c2ccc(F)cc2)c2ccccc2nc1=O	-3%	-1.5%	-12%	-1.3%	-0.1%	15%	0%	9%	-0.2%	Dengue-2 NS5 capping pilot replicate=-3.6
Cc1cc([N+](=O)[O-])ccc1NCc1ccccc1	-6%	0.3%	-28%	15%	0.2%	0%	25%	-3%	-0.4%
COc1ccc(-n2ncc3c(NC(C)C)ncnc32)cc1	-1%	0.9%	0%	-1.8%	-0.4%	-12%	-80%	11%	1.7%
CCN(CCCNC(=O)CCc1nc(-c2ccc(C)cc2)no1)c1cccc(C)c1	-5%	1.6%	3%	4.0%	-0.2%	-5%	10%	4%	-0.6%
Cc1cc(N=Cc2cc(Br)ccc2O)no1	-1%	3.7%	-34%	0.2%	-0.4%	-2%	18%	-8%	-0.2%
CC(C)=CCN1CCN(Cc2cnc(-c3ccccc3)s2)CC1CCO (stereo unspecified)	6%	1.8%	0%	0.5%	-0.3%	-15%	-13%	0%	-0.6%
COC(=O)c1[nH]c(=O)c2ccccc2c1OCc1ccccc1	-5%	1.6%	-8%	2.0%	-0.2%	-13%	-25%	5%	-0.5%
COC(=O)C1=C(C(=O)OC)C2(OC1c1ccc(Br)cc1)C(=O)c1ccccc1C2=O (stereo unspecified)	-7%	11%	21%	2.1%	0.3%	6%	-6%	2%	1.1%
c1ccc(CSc2nnc(SCc3ccccn3)s2)nc1	-4%	-3.2%	6%	3.5%	0.3%	15%	-27%	-5%	0.8%
O=C(CSc1nc2ccccc2c2c1CCCC2)N1CCOCC1	-1%	-1.9%	6%	-2.5%	0.2%	14%	1%	9%	-1.5%
CCN(CCNC(=O)C1CCN(S(=O)(=O)c2cccc3nsnc23)CC1)c1ccccc1	2%	-0.6%	1%	-2.5%	-0.2%	8%	-2%	-8%	0.4%
Cc1ccc(OCCn2cc(C=O)c3ccccc32)cc1	4%	2.8%	-26%	0.1%	0.6%	1%	-7%	7%	0.0%
C[n+]1cccc2c(Br)ccc([O-])c21	68%	-3.7%	-10%	0.3%	-0.1%	-13%	-6%	0%	0.1%
O=C(O)CSc1nc2ccccc2o1	2%	0.4%	-51%	4.7%	-0.3%	3%	6%	-11%	0.3%
COCCCn1nnnc1SCC(=O)N1CCCC1	2%	-0.1%	-14%	3.1%	-0.2%	6%	9%	1%	-0.3%
COc1cccc2sc(N(CCCN(C)C)C(=O)c3ccc(S(=O)(=O)N4CCCc5ccccc54)cc3)nc12	-8%	-0.2%	-30%	2.8%	0.3%	18%	-35%	4%	?
COc1ccc(C(=O)COC(=O)CCn2nnc(-c3cccs3)n2)cc1	-4%	0.0%	13%	-0.6%	0.6%	-4%	-4%	-6%	-0.2%
CC(=O)N(c1nnc(-c2ccc(C)cc2)s1)C1CCCC1	1%	-0.3%	13%	-4.1%	-0.2%	2%	-47%	3%	-1.3%	Dengue-2 NS5 capping pilot replicate=-0.3
Cc1ccc(S(=O)(=O)N2CCc3ccccc3C2)cc1C	-2%	1.6%	-13%	-9.7%	-0.3%	2%	-4%	-4%	0.0%
O=C(O)c1ccc2c(c1)OCCCO2	-2%	-0.7%	-12%	3.6%	-0.1%	-3%	-7%	12%	0.4%
COc1cccc2cc(C(=O)N(Cc3ccccc3)CC3CCCO3)c(=O)oc12 (stereo unspecified)	-9%	0.5%	-19%	1.7%	0.2%	2%	-29%	6%	-0.9%
Cc1c(OCc2ccccc2)c(=O)ccn1Cc1ccccc1	4%	1.4%	-17%	2.4%	-0.3%	5%	-5%	14%	-0.5%
O=C(Nc1ccc(N2CCN(Cc3ccccc3F)CC2)cc1)c1ccccc1[N+](=O)[O-]	-2%	-1.1%	7%[20 µM]	1.5%	-0.2%	1%	-1%	8%	-1.0%
CCOC(=O)C1CCN(S(=O)(=O)c2ccc(-c3nc4ccccc4s3)s2)CC1	.	2.6%	-9%	1.8%	0.2%	1%	-12%	-12%	-0.1%
Cc1nc(N2C(=O)C(=O)/C(=C(/O)c3ccccc3)C2c2ccco2)sc1C (stereo unspecified)	31%	4.1%	-27%	7.5%	-0.1%	11%	7%	-2%	0.2%
CC(=O)N1CCCc2cc(S(=O)(=O)N3CCc4ccccc4C3)ccc21	-5%	1.5%	25%	-5.0%	0.2%	4%	-23%	7%	-0.2%
COc1ccc(N(C)C(=O)Nc2ccc3nsnc3c2)cc1	.	-0.8%	-44%[20 µM]	-13%	-0.1%	6%	0%	5%	-0.8%
Cc1nc(N2CCOCC2)[nH]c(=O)c1C	-5%	0.8%	6%	4.8%	0.2%	10%	-18%	13%	-0.3%
Cc1ccccc1CNC(=O)Nc1cccs1	6%	8.7%	21%	-3.5%	-0.1%	7%	-18%	-2%	0.2%
COC(=O)C1CCN(C(=O)CSc2nnc(-c3ccncc3)o2)CC1	-6%	1.0%	12%	1.2%	-0.2%	2%	-16%	-7%	0.1%
Cc1c(C(=O)N2CCN(c3cccc(Cl)c3)CC2)cccc1[N+](=O)[O-]	-5%	-2.5%	-20%[20 µM]	.	0.1%	4%	-35%	24%	-2.3%
Cc1ccccc1N1CC(O)(c2cccs2)[N+]2=C1CCCC2 (stereo unspecified)	-4%	-0.2%	-18%	-1.6%	0.0%	15%	-4%	6%	.
COc1ccc(CCNC(=O)CSc2nnc(Cc3csc(N)n3)n2C)cc1OC	-5%	0.0%	7%	2.4%	-0.1%	-2%	-11%	0%	0.1%
O=C(CNC(=O)c1ccncc1)N/N=C/c1ccccn1	3%	-0.7%	15%	2.0%	-0.7%	4%	-18%	-5%	-0.4%
CCOC(=O)N1CCN(S(=O)(=O)c2ccc3c(c2)CCN3C(=O)CC)CC1	0%	22%	-42%	-4.0%	-0.1%	3%	-12%	5%	-0.4%
Cc1ccc(NC(=O)NNC(=O)c2cc3ccccc3cc2O)cc1C	6%	3.6%	-32%	2.9%	0.2%	12%	-25%	10%	0.7%
c1ccc2[nH]c(N3CCOCC3)nc2c1	-3%	-0.1%	-12%	-6.2%	-1.0%	-1%	-7%	5%	-0.3%
CCc1ccccc1N1CCN(S(=O)(=O)c2ccc(F)c(C)c2)CC1	0%	-1.2%	-44%	2.6%	-0.1%	1%	-3%	4%	-1.2%
CCCn1c(SCC(=O)Nc2c(CC)cccc2CC)nnc1C(C)C	-2%	-1.4%	13%	-1.8%	0.3%	7%	2%	8%	-0.1%
CC1CCN(c2ccc3nnc(CCC(=O)N4CCN(c5ccccc5F)CC4)n3n2)CC1	-10%	0.3%	-48%	5.0%	-0.4%	-1%	-16%	-8%	-0.2%
CC(=O)c1cccc(NC(=O)NCCc2c[nH]c3ccccc23)c1	-6%	-0.9%	4%	0.9%	-0.3%	-6%	12%	0%	0.1%

This is a subset; the hit share may differ from the screen's.
